High-throughput results as filed in PubChem BioAssay.
CHRM4 antagonist: blocks acetylcholine activation of human M4 receptor. P08173. AID 624125. CHO-hM4 cells, ACh EC80, Fluo-8 calcium fluorescence. 360,000 compounds, 0.73% hits. inhibition, % at 3 µM;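 active = inhibition above its plate's cutoff, the mean inhibition of sample wells plus 3 SD, cut at about 27% in these data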;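 also: 0% = acetylcholine EC80 with DMSO and 100% = DMSO without agonist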
Target sequence (P08173 whole entry, looked up): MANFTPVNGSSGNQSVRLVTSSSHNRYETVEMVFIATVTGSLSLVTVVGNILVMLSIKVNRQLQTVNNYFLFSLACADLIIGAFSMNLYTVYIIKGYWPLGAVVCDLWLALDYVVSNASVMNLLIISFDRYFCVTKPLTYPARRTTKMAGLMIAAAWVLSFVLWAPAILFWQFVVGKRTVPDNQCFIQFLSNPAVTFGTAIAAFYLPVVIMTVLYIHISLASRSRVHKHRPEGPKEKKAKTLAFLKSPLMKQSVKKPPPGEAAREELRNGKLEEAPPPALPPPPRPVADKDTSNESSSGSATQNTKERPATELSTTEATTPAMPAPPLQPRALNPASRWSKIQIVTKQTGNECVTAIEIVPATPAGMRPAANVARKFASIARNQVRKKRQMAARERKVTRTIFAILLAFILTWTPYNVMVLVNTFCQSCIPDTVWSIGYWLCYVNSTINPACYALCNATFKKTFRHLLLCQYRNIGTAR
M1 ag: activates human CHRM1 receptor; P11229; CHO-K1 hM1, Fluo-8 calcium fluorescence, agonist mode; 0% DMSO, 100% acetylcholine EC100; activation, % at 3 µM; 360,000 compounds, 0.33% hits;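 active = activation above the run's mean compound activation plus 3 SD, cut at about 16% in these data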;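 also: peak over basal fluorescence ratio within a 140 s kinetic read after compound addition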
CHO-K1 Ca antag: M1 antagonist counterscreen hit in parental CHO-K1 cells; ATP-induced calcium, Fluo-8 fluorescence; 360,000 compounds, 0.6% hits; inhibition, % at 3 µM; AID 602250;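 active = inhibition above a per-plate cutoff, the plate's mean sample inhibition plus 3 SD, cut at about 24% in these data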;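 also: 0% = DMSO plus EC80 ATP and 100% = DMSO alone without ATP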
M1 antag: blocks human M1 muscarinic receptor; 360,000 compounds, 1.3% hits; inhibition, % at 3 µM; AID 588852; CHO-K1 hM1, Fluo-8 calcium fluorescence, ACh EC80 antagonist; P11229;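 active = percent inhibition above its own plate's cutoff, namely the mean of that plate's compound wells plus 3 SD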;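 also: peak over basal fluorescence ratio during 140 s after agonist addition; 0% = ACh EC80 plus DMSO and 100% = DMSO alone without agonist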
OXTR potentiator: potentiators of human oxytocin receptor. CHO-OTR cells, Fluo-8 calcium fluorescence, potentiator mode; 0% = oxytocin EC15, 100% = EC100. P30559. 320,000 compounds, 0.061% hits. activation, % at 3 µM;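 active = activation above that plate's cutoff, the mean activation of tested compounds plus 3 SD, cut at about 6.6% in these data, passing the limit was not always enough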;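 also: 100% uses oxytocin at 75 nM as the full agonist control; some results filed as inactive read as strong as hits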
Target sequence (P30559 whole entry, looked up): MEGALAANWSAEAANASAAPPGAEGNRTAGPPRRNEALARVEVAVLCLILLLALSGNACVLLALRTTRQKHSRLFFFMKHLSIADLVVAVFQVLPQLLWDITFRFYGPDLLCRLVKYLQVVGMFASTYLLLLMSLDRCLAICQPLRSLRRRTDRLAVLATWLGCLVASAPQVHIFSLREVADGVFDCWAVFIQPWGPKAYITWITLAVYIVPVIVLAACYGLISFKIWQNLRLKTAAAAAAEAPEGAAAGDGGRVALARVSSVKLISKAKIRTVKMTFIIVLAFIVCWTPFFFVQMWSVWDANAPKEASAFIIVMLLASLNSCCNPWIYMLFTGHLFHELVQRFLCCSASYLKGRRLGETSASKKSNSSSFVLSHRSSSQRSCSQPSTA
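System: human OTR in CHO cells; Also added: sub-maximal oxytocin, roughly EC15; Timing: compound 6 min at room temperature before oxytocin, 100 s read; Technique: Fluo-8 intracellular calcium fluorescence, ex 470-495, em 515-575 nm; Controls: oxytocin EC15 low and EC100 high; Replication: singlicate.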
M1 ag parental: nonselective activator or artifact in parental CHO-K1 cells. Fluo-8 calcium fluorescence; scaled to maximal ATP response, vehicle zero. activation, % at 3 µM. 360,000 compounds, 0.48% hits; in the data active = activation above about 15%;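 also: untransfected CHO-K1 host cells lacking M1 receptor as counterscreen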
CHRM4 agonist: CHRM4 agonism in calcium assay; P08173; 360,000 compounds, 0.14% hits; CHO-K1 hM4/Gqi5, Fluo-8 calcium fluorescence; vehicle 0%, full acetylcholine response 100%; AID 624127; activation, % at 3 µM;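 active = activation above the run mean over all test wells plus 3 SD, cut at about 32% in these data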;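 also: peak over basal fluorescence ratio per well then scaled between controls; 0% = DMSO wells and 100% = acetylcholine at EC100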
CHRM1 PAM: positive allosteric modulators of human M1 muscarinic receptor; P11229; CHO-K1 hM1, Fluo-8 calcium fluorescence, ACh EC20; 0% = ACh EC20, 100% = maximal ACh; activation, % at 3 µM; 360,000 compounds, 0.088% hits; AID 588819; in the data active = activation above about 19%, passing the limit was not always enough
CHO parental Ca: signal in parental CHO cells, OX1R antagonist counter-screen | parental CHO-K1, ATP-induced calcium, Fluo-8 fluorescence | inhibition, % at 5.6 µM | 330,000 compounds, 0.63% hits | AID 463079;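 active = inhibition above that plate's mean sample inhibition plus 3 SD, cut at about 26% in these data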;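 also: 0% = ATP-challenged DMSO wells and 100% = DMSO wells without ATP; some compounds past the cut are filed as inactive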
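Assay system: untransfected parental CHO cell line. Also added: ATP agonist challenge. Dosing: one dose, 5.6 µM nominal. Measured by: Fluo-8 fluorescence. Read-out: % inhibition. Benchmarks: ATP wells versus no-ATP DMSO wells. Repeats: no replicates.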
Numbers without * were called inactive; nt = no result given. The order is random, and some 2.9% of all compounds hit somewhere here.

A first look:
Below each compound: CHRM4 agonist | M1 ag parental | M1 ag | OXTR potentiator | CHO-K1 Ca antag | CHO parental Ca | CHRM4 antagonist | CHRM1 PAM | M1 antag
COc1ccc(S(=O)(=O)N2CCOCC2)cc1NC(=O)c1ccccc1-c1ccc(C(F)(F)F)cc1
  -0.1 | -0.5 | -3.5 | -14.5 | 14.7 | -5.8 | 2.9 | 0.4 | -1.6
Cc1cccc(N2CCN(C(=O)c3cc(=O)[nH]c4ccccc34)CC2)c1C
  6.0 | 1.7 | 0.3 | -9.5 | -16.0 | -15.5 | -19.9 | 9.6 | -11.5

The whole of this part, repeating the preview:
Below each compound: CHRM4 agonist | M1 ag parental | M1 ag | OXTR potentiator | CHO-K1 Ca antag | CHO parental Ca | CHRM4 antagonist | CHRM1 PAM | M1 antag
COc1ccc(S(=O)(=O)N2CCOCC2)cc1NC(=O)c1ccccc1-c1ccc(C(F)(F)F)cc1
  -0.1 | -0.5 | -3.5 | -14.5 | 14.7 | -5.8 | 2.9 | 0.4 | -1.6
Cc1cccc(N2CCN(C(=O)c3cc(=O)[nH]c4ccccc34)CC2)c1C
  6.0 | 1.7 | 0.3 | -9.5 | -16.0 | -15.5 | -19.9 | 9.6 | -11.5
COC(=O)[C@]1(C)N[C@H](CN(C)C(=O)c2ccc(C(C)(C)C)cc2)[C@@H]2C(=O)N(C)C(=O)[C@@H]21
  0.9 | 0.8 | -4.0 | 2.9 | -16.3 | -12.1 | -7.3 | 10.8 | -12.6
CCOc1ccc(NC(=O)Cn2nc(C(N)=O)c3ccccc3c2=O)cc1S(=O)(=O)N1CCCC1
  0.1 | 0.0 | -3.2 | -1.5 | -13.4 | -5.4 | -16.6 | 1.5 | -8.8
CCCCOc1ccccc1NC(=O)CSc1nnnn1C(C)(C)C
  -2.4 | 0.3 | -5.0 | -3.3 | -4.0 | -30.3 | 2.6 | -4.2 | 0.3
CN(Cc1ccccc1)c1nc2c(c(=O)[nH]c(=O)n2C)n1C
  0.3 | 0.0 | -5.5 | -8.4 | 0.9 | -2.1 | 7.0 | 0.1 | -18.6
COCCN1CCN(C(=O)c2cc(COc3ccc(Cl)cc3OC)on2)CC1
  2.4 | 0.6 | -2.3 | -2.5 | -5.0 | -4.3 | -4.1 | 17.6 | -17.7
O=C(NC1CCCCC1)n1c(=O)oc2ccccc21
  0.2 | 1.3 | -5.0 | -1.4 | -12.5 | 0.0 | -23.4 | 10.2 | -10.3
CC1=Nn2c(nc(-c3ccccc3)c2-c2ccccc2)NC(=O)C1Br (stereo not drawn)
  0.2 | 3.2 | -4.4 | -11.9 | -3.9 | -9.7 | 1.3 | 0.0 | -6.4
CCOC(=O)c1c(C)[nH]c(O)c1C=Nc1ccc(Cl)cc1
  2.2 | 1.5 | -0.1 | -4.2 | -3.4 | -5.8 | 9.5 | -1.0 | 2.6
COc1ccccc1CN1CCC(CNS(=O)(=O)c2cc(-c3cc(C)no3)ccc2C)CC1
  2.4 | 6.4 | -2.7 | -13.3 | -23.4 | -26.8 | 10.4 | -24.4 | 66.2*
C=CCOc1ccc(CNc2ccc(NC(=O)CCC)cc2)cc1OCC
  0.9 | 0.2 | -2.6 | 1.0 | -7.2 | -11.8 | -0.5 | 7.7 | -13.9
O=C(C=Cc1ccccc1)CC(c1ccccc1)N1CCOCC1 (stereo not drawn)
  -0.4 | -0.7 | -1.8 | nt | -4.5 | nt | -2.4 | -2.5 | 4.1
CC(Sc1nnc(Cc2ccccc2)o1)C(=O)NC1(C#N)CCCCC1 (stereo not drawn)
  0.1 | 0.3 | -4.6 | -4.7 | -8.7 | -13.6 | 9.6 | -2.5 | 4.8
CCC(COC)NCc1cn(-c2ccc(F)cc2F)nc1-c1ccccc1C (stereo not drawn)
  0.4 | 4.8 | -3.9 | 0.2 | -9.6 | -33.2 | -1.3 | 5.0 | -15.1
COc1ccc(-n2ncc3c(SCC(=O)NNC(C)=O)ncnc32)cc1
  5.2 | 4.8 | 0.8 | -7.6 | -17.8 | 1.7 | 3.3 | -0.7 | -4.9
COc1ccc(-c2nc3ccccc3nc2-c2ccc(OC)cc2)cc1
  -2.2 | -0.2 | -4.3 | -1.7 | -3.4 | -6.1 | -3.2 | 14.7 | -18.3
CCC(C)NC(=O)C1CCC(CNS(=O)(=O)c2ccc3c(c2)CC(C)N3C(=O)C2CC2)CC1 (stereo not drawn)
  11.3 | 10.6 | -0.7 | -4.6 | 1.7 | -3.8 | -3.3 | -5.6 | 2.8
CC1=NN(c2nc3ccccc3[nH]2)C(=O)/C1=C/N(C)C
  1.1 | 0.2 | -0.5 | 2.2 | -12.4 | 14.2 | -9.7 | 18.7 | -17.4
S=c1[nH]nc(-c2cc(-c3ccccc3)n[nH]2)n1/N=C/c1c2ccccc2cc2ccccc12
  0.1 | 0.8 | -5.7 | 1.0 | -9.6 | 14.6 | 13.4 | 7.0 | -13.6

Retrieved by compound from the list above:
Below each compound: CHRM4 agonist | M1 ag parental | M1 ag | OXTR potentiator | CHO-K1 Ca antag | CHO parental Ca | CHRM4 antagonist | CHRM1 PAM | M1 antag
COc1ccc(S(=O)(=O)N2CCOCC2)cc1NC(=O)c1ccccc1-c1ccc(C(F)(F)F)cc1
  -0.1 | -0.5 | -3.5 | -14.5 | 14.7 | -5.8 | 2.9 | 0.4 | -1.6
COc1ccc(-c2nc3ccccc3nc2-c2ccc(OC)cc2)cc1
  -2.2 | -0.2 | -4.3 | -1.7 | -3.4 | -6.1 | -3.2 | 14.7 | -18.3
C=CCOc1ccc(CNc2ccc(NC(=O)CCC)cc2)cc1OCC
  0.9 | 0.2 | -2.6 | 1.0 | -7.2 | -11.8 | -0.5 | 7.7 | -13.9
Cc1cccc(N2CCN(C(=O)c3cc(=O)[nH]c4ccccc34)CC2)c1C
  6.0 | 1.7 | 0.3 | -9.5 | -16.0 | -15.5 | -19.9 | 9.6 | -11.5

(cont.)
Below each compound: CHRM4 agonist | M1 ag parental | M1 ag | OXTR potentiator | CHO-K1 Ca antag | CHO parental Ca | CHRM4 antagonist | CHRM1 PAM | M1 antag
CCN(C[C@H]1N[C@@](Cc2ccccc2)(C(=O)OC)[C@H]2C(=O)N(C)C(=O)[C@@H]12)C(C)=O
  -0.1 | 0.0 | -0.2 | 6.4 | -0.3 | -11.1 | -11.7 | 12.1 | -15.9
CCN(CC)S(=O)(=O)c1ccc(N2CCCC2)c(NC(=O)c2c(-c3ccccc3)noc2C)c1
  0.8 | -0.5 | -3.6 | -6.8 | -15.8 | -22.3 | -12.1 | 3.5 | -3.5
CCc1cc(C(=O)NNC(=O)CCl)sc1C
  4.7 | 1.1 | -1.2 | -8.7 | -25.0 | 3.2 | -6.6 | 6.8 | -6.3
CCCCNC(=O)Cn1cnc([N+](=O)[O-])n1
  0.9 | 0.0 | -3.2 | -5.1 | 0.2 | 8.7 | -6.7 | -5.9 | 3.8
Cc1ccc(S(=O)(=O)Nc2ccccc2F)cc1C(=O)NNC(=O)c1csc(N2CCOCC2)n1
  0.0 | 1.2 | -4.2 | -5.9 | -9.3 | -10.7 | -0.6 | 2.7 | -4.1
O=C(CCNC(=O)c1ccccc1Cl)NNC(=O)c1ccccc1O
  0.2 | 7.3 | -1.7 | -5.8 | 8.6 | -5.5 | -10.0 | 9.2 | -11.1
NC(=O)CC(NC(=O)Cc1cccc2ccccc12)c1ccc(N2CCC(Br)CC2)c([N+](=O)[O-])c1 (stereo not drawn)
  -0.8 | 0.1 | -5.9 | -0.7 | -16.3 | -20.0 | 7.2 | 7.3 | -13.9
NC(=O)C1CCN(C(=S)c2cccs2)CC1
  0.7 | 0.3 | -2.4 | -3.1 | -7.7 | -8.8 | 3.4 | 6.0 | -14.5
CC12CC(NC(=O)N1c1ccc(C(=O)N3CCN(c4ccc(F)cc4)CC3)cc1)c1ccccc1O2 (stereo not drawn)
  10.7 | 2.9 | -3.5 | -3.3 | -3.3 | -8.6 | 5.3 | 4.1 | -13.0
Nc1nc(Sc2c([N+](=O)[O-])cc(C(F)(F)F)cc2[N+](=O)[O-])n[nH]1
  1.9 | 2.2 | -2.9 | -9.2 | -4.5 | 2.3 | 6.3 | 4.2 | -2.2
CS(=O)(=O)N(CC(=O)N1CCOCC1)c1cc(C(F)(F)F)ccc1Cl
  -0.2 | 0.1 | -0.2 | -1.0 | 8.7 | 2.7 | 6.4 | 3.9 | -10.5
C=CCn1c(C)nnc1SCC(=O)Nc1oc(C)c2c(C)n[nH]c(=O)c12
  0.5 | 0.8 | 5.6 | -6.8 | 3.0 | -1.6 | -15.6 | 18.8 | -11.6
COc1cccc(Oc2cncnc2-c2ccc(OC)cc2O)c1
  -1.5 | 0.8 | -6.7 | -11.9 | -9.8 | -13.5 | 1.6 | -3.0 | -12.3
Clc1ccc(CSc2ncccn2)cc1
  -1.6 | 0.4 | -6.0 | -6.0 | -13.0 | -7.5 | 1.7 | 8.7 | -12.3
Cc1ccc(C(=O)OCC(=O)NC2CC2)cc1S(=O)(=O)N1CCOCC1
  0.8 | 0.8 | -2.3 | 0.5 | -28.7 | -2.6 | -22.6 | 7.6 | -15.0
CCC(=O)NCCNc1nc2cc(C)cc(C)c2cc1C#N
  0.6 | -0.7 | -2.6 | 0.4 | -11.7 | -24.4 | 0.4 | 10.1 | -12.2
O=S(=O)(Nc1ccc(Cl)cc1)c1cccc2cccnc12
  1.4 | 1.2 | -2.2 | -22.2 | -6.5 | -18.4 | -7.4 | 3.5 | -2.4
COc1ccc(C(=O)CCC(=O)N2CCN(c3cc(C)ccc3C)CC2)cc1
  7.5 | 8.3 | -1.9 | -9.0 | -8.7 | 27.2 | -5.7 | -10.0 | 3.0
NC(=O)C1CCN(C(=O)c2ccco2)CC1
  0.2 | 0.1 | -4.3 | -4.2 | -4.7 | 4.2 | -2.0 | 4.5 | -1.2
Cc1noc(C)c1C(=O)OC(C)C(=O)NC(C)c1ccc(Cl)cc1Cl (stereo not drawn)
  2.8 | 3.0 | -0.9 | -10.4 | -16.8 | -8.8 | 2.4 | 4.2 | -3.2
Cc1ccc(CN2CCN(Cc3ccc(OCCO)cc3)CC2CCO)o1 (stereo not drawn)
  1.1 | 0.3 | -3.5 | -12.9 | -2.5 | 1.6 | 2.8 | 6.4 | -10.3
CC(c1ccccc1)N1CCN(C(=O)CCl)CC1 (stereo not drawn)
  1.3 | -0.1 | -4.7 | -1.1 | -9.5 | 3.9 | 2.0 | 8.7 | -14.5
CC(=O)N1CCc2ccc(NC(=O)c3c(-c4c(Cl)cccc4Cl)noc3C)cc21
  13.7 | 5.1 | -2.5 | -6.4 | -0.8 | -15.0 | 3.6 | -8.7 | 18.3
CCC(=O)c1ccc(OCC(=O)Nc2cc(S(=O)(=O)N3CCCCC3)ccc2N2CCN(CC)CC2)cc1
  1.1 | 0.1 | -8.1 | -8.1 | 1.1 | -2.3 | -2.5 | 9.8 | -21.6

Limited to M1 antag, for 2 of the compounds above:
| mol | M1 antag |
| --- | --- |
| Cc1ccc(CN2CCN(Cc3ccc(OCCO)cc3)CC2CCO)o1 (stereo not drawn) | -10.3 |
| CC(c1ccccc1)N1CCN(C(=O)CCl)CC1 (stereo not drawn) | -14.5 |
